Source: PubChem (several laboratories)
CHRM4 PAM – human M4 muscarinic receptor positive allosteric modulators, primary screen, CHO-K1 cells, Fluo-8 calcium fluorescence. CHO-K1 hM4/Gqi5, ACh EC20; 0% = ACh EC20, 100% = maximal ACh. activation, % at 3 µM. 0.4% of 360,000 active;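 active = activation above its plate's cutoff, the mean activation of sample wells plus 3 SD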; also: some results filed as inactive read as strong as hits
CHRM5 antagonist – human M5 muscarinic receptor antagonists, primary screen, CHO cells, Fluo-8 calcium fluorescence | Muscarinic acetylcholine receptor M5 (Homo sapiens), P08912 | CHO-hM5 cells, ACh EC80 | inhibition, % at 3 µM | 0.59% of 360,000 active | AID 624040, 2012;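 active = inhibition above a per-plate cutoff, the mean of that plate's test compounds plus 3 SD, cut at about 27% in these data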;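 also: 0% = acetylcholine EC80 with DMSO and 100% = DMSO without agonist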
CRFR2-BP ag – agonists of CRF-BP/CRF-R2 complex, primary screen, cell-based, HEK293, calcium dye fluorescence, uHTS; CRF-binding protein / CRF receptor 2 complex (human); calcium dye fluorescence (FLIPR); percent of saturating CRF peptide response; activation, % at 13.2 µM; 0.46% of 350,000 active; AID 588473, 2011;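 active = activation of at least 50%, plus an integration ratio under a set limit after plate pattern correction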;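 also: plate controls were neutral control wells without compound for no effect and CRF at EC100 for full effect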
M4 ag – human M4 muscarinic receptor agonists, primary screen, CHO-K1 cells, Fluo-8 calcium fluorescence; CHO-K1 hM4/Gqi5; vehicle 0%, full acetylcholine response 100%; AID 624127, 2012; Muscarinic acetylcholine receptor M4 (Homo sapiens), P08173; 0.14% of 360,000 active; activation, % at 3 µM;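 active = activation above the run mean over all test wells plus 3 SD, cut at about 32% in these data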;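 also: peak over basal fluorescence ratio per well then scaled between controls; 0% = DMSO wells and 100% = acetylcholine at EC100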
CRFBP-R2 block – antagonists of CRF-BP/CRF-R2 complex, primary screen, cell-based, HEK293, calcium dye fluorescence, uHTS | 0.59% of 350,000 active | AID 588475, 2011 | CRF-induced calcium fluorescence | inhibition, % at 11.8 µM;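 active = inhibition of the ligand-induced calcium signal above about 50% at the single tested concentration, limit read from the data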
M4 antag – human M4 muscarinic receptor antagonists, primary screen, CHO cells, Fluo-8 calcium fluorescence | Muscarinic acetylcholine receptor M4 (Homo sapiens), P08173 | CHO-hM4 cells, ACh EC80 | inhibition, % at 3 µM | 0.73% of 360,000 active;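 active = inhibition above its plate's cutoff, the mean inhibition of sample wells plus 3 SD, cut at about 27% in these data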;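 also: 0% = acetylcholine EC80 with DMSO and 100% = DMSO without agonist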
CHRM5 agonist – human M5 muscarinic receptor agonists, primary screen, CHO-K1 cells, Fluo-8 calcium fluorescence; Muscarinic acetylcholine receptor M5 (Homo sapiens), P08912; activation, % at 3 µM; CHO-K1 hM5 cells; 0% DMSO wells, 100% maximal acetylcholine response; 0.19% of 360,000 active; AID 624037, 2012;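 active = activation above the run's mean over test compounds plus 3 SD, cut at about 23% in these data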;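 also: signal is peak over basal fluorescence ratio across the kinetic read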
M5 PAM – human M5 muscarinic receptor positive allosteric modulators, primary screen, CHO-K1 cells, Fluo-8 calcium fluorescence | Muscarinic acetylcholine receptor M5 (Homo sapiens), P08912 | CHO-K1 hM5, ACh EC20 PAM; 0% = ACh EC20, 100% = ACh EC100 | activation, % at 3 µM | 0.3% of 360,000 active;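 active = activation above the run cutoff, the mean activation of all test compounds plus 3 SD, cut at about 18% in these data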
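System: CHO-K1 hM5 cells. Reagent: acetylcholine, EC20 level. Compound dosing: single dose, 3 µM nominal final test concentration. Timing: Post-acetylcholine fluorescence recording 140 s. Detection: Fluo-8 calcium fluorescence. Read-out: % activation, ACh-normalized. Benchmarks: ACh EC20 and EC100 wells. Repeats: singlicate, one well per test compound.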
IDE inh – human IDE inhibitors in live cells, primary screen, fluorescence polarization, HEK cells, FAbetaB substrate. AID 434962, 2010. Insulin-degrading enzyme (Homo sapiens), P14735. 0.41% of 320,000 active. FAbetaB cleavage. inhibition, % at 5.59 µM;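 active = percent inhibition above the average of all tested compounds plus 3 SD, set per screening campaign, cut at about 16% in these data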;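 also: IDE supplied by intact live HEK cells; FP after avidin binding of uncleaved biotin substrate so inhibition keeps polarization high; 0% = DMSO wells and 100% = 60 µM reference IDE inhibitor Ii1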
Target sequence (P14735 whole entry, looked up): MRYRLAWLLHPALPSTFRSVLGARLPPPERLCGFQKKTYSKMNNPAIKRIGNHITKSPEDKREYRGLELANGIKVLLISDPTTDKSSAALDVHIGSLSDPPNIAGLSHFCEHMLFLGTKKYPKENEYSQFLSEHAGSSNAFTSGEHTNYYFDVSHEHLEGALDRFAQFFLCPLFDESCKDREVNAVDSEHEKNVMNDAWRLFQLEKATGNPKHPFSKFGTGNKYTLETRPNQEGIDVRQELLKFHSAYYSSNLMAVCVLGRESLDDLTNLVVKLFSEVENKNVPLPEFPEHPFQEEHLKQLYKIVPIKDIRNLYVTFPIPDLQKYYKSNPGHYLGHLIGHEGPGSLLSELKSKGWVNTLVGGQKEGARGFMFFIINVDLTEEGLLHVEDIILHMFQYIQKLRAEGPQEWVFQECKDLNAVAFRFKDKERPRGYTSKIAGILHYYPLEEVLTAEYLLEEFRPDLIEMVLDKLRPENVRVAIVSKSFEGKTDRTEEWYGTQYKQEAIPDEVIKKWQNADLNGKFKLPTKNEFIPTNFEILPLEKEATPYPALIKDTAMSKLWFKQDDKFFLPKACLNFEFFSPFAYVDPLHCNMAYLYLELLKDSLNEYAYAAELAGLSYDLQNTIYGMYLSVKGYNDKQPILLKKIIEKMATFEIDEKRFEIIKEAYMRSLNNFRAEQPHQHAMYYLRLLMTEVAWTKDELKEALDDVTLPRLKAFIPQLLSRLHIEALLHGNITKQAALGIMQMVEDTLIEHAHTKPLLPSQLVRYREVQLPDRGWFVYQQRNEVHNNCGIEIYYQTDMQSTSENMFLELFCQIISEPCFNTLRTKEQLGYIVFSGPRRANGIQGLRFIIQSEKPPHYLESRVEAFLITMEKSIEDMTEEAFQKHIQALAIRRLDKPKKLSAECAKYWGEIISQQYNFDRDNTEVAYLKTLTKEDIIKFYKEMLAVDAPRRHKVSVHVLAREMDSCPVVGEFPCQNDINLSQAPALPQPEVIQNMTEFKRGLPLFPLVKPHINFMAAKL
The depositor's hits bear a star; / = not tested or not shown.

SMILES	CHRM4 PAM	CHRM5 antagonist	CRFR2-BP ag	M4 ag	CRFBP-R2 block	M4 antag	CHRM5 agonist	M5 PAM	IDE inh
COC(=O)C[C@@H]1C[C@H]2c3cc(N(C)C)ccc3O[C@H]2[C@H](CO)O1	0	-6	-1.5	0	-1	-13	1	3	/
CC(C)c1ccc(C(=O)NC2=NCCS2)cc1	3	0	-1.0	0	-20	-1	-2	1	2
NC(N)=NN=C(c1ccc(F)cc1)c1ccc(C(F)(F)F)cc1	3	0	3.1	13	-45	-2	5	1	/
CCOC(=O)c1nnn(CC(=O)NC(=O)Nc2cccc(CC)c2)c1C(=O)OCC	-11	-4	0.8	4	-3	7	5	2	-6
CC(C)(C)C1CCC(=NNC(=O)CC(=O)NCc2ccccc2)CC1 (stereo unspecified)	3	-2	0.7	1	13	1	-4	1	10
Cc1ccc(C2=CSC3=NS(=O)(=O)CCN23)cc1C	6	0	0.7	1	-7	6	-1	13	0
COCCCn1c(SCC(=O)Nc2sc3c(c2C#N)CCCC3)nnc1-c1ccncc1	12	-5	-3.6	0	37	1	2	4	-1
COC(CNC(=O)c1ccc2c(c1)ncn2-c1cccc(F)c1)OC	1	8	-0.3	2	-12	-1	-4	-9	5
COCCNc1nc(Oc2cccc(NC(C)=O)c2)c2sc(-c3ccccc3)cc2n1	3	2	/	1	/	-8	-1	2	/
Cc1sc2nc(CN(C(=O)NC3CCCCC3)C3CCCC3)[nH]c(=O)c2c1C	-12	6	-0.5	0	1	7	2	-5	1
O=C(C/C=N\OCc1ccc([N+](=O)[O-])cc1)Nc1ccc(F)cc1F	-6	-9	-0.7	4	25	-8	-2	-7	-1
O=C(NC1=NCCS1)c1cccs1	10	-10	2.5	2	-6	-18	-4	7	3
Cc1ccc2c(c1)C1C3CCC(C3)C1S(=O)N2 (stereo unspecified)	5	14	-1.9	3	4	3	-2	-4	-1
O=C(C[C@H]1C(=O)N(CCc2ccccc2)C[C@@H]1Cc1ccccc1)Nc1ccc(Br)cc1	-2	-1	3.0	-1	1	6	1	3	/
CC12CCCCC1NS(=O)(=O)OC2 (stereo unspecified)	6	7	1.2	1	-18	11	4	1	0
CC1Oc2ccc(C#N)cc2N(Cc2ccc(F)cc2)C1=O (stereo unspecified)	1	-2	/	-1	/	1	-2	-5	/
COc1cccc(C2Nc3ccccc3C(=O)N2O)c1O (stereo unspecified)	-4	0	0.5	0	0	10	2	3	-6
OC1=C(O)c2nc3cc(F)ccc3nc21	-4	2	-1.3	0	-9	3	-1	3	2
COc1ccc2[nH]c(C(=O)O)c(NS(=O)(=O)c3ccc(F)cc3)c2c1	-3	3	-0.6	1	0	-1	-3	1	-3
Cc1cc(/C=N/NC(=O)CC2(C)OCCO2)c(C)n1-c1cc(Cl)cc(Cl)c1	2	-6	-0.8	0	-60	-8	-3	1	-2
Cc1cccc(NCN2C(=O)c3ccncc3C2=O)n1	5	-8	5.5	2	7	3	0	-1	1
C=CCNS(=O)(=O)c1ccc(OCC(=O)OCC)cc1	10	-4	-0.1	2	-4	-2	1	1	-1
Cc1cc(C)cc(NC(=O)NCc2c(-c3ccccc3)noc2C)c1	7	-2	-1.1	1	24	-12	-3	10	0
O=C(CCCn1ncn2c(cc3occc32)c1=O)N1CCc2ccccc2C1	-7	2	0.7	1	4	5	-4	-9	0
S=C1N(c2ccccc2)C(c2cccc3ccccc23)N2CCCN12 (stereo unspecified)	-3	-2	0.8	0	33	-6	-4	5	-1
Cc1ccc(S(=O)(=O)N2CCOCC2)cc1NC(=O)COC(=O)c1ccco1	2	8	0.1	1	-9	-1	1	-4	/
O=C(O)c1cc(S(=O)(=O)N(Cc2ccccc2)c2ccccc2Cl)ccc1Cl	-7	4	-0.5	0	24	11	-2	-5	3
O=C(Cc1cccc(NC(=O)C2CCN(C(=O)CCc3ccccc3)CC2)c1)Nc1cccc(C(=O)N2CCCCC2)c1	12	-5	-2.8	0	1	-17	-3	2	/
NC(=O)C1CCN(c2ccnc3cc(Cl)ccc23)CC1	10	6	-3.4	0	28	-16	0	5	8
COc1ccc(C)cc1NC(=S)N1CCOCC1	-3	1	1.6	0	6	2	-2	-4	-4
CCn1cc(/C=C(\NC(=O)c2cc(OC)c(OC)c(OC)c2)C(=O)N2CCN(C)CC2)c2ccccc21	-1	10	-0.5	1	-8	-3	-4	-2	0
Brc1c(CSc2nncn2-c2ccccc2)nc2sccn12	-4	9	0.7	1	4	-1	-6	-5	0
O=C(Nc1nc(-c2ccc(F)cc2)cs1)c1cnccn1	0	7	-0.6	2	-4	1	3	-3	7
COc1ccc(Cc2noc(CN3CCN(Cc4cccc(Cl)c4)CC3)n2)cc1OC	-6	0	1.7	12	-4	-2	0	-5	4
C=CCc1cc2c(oc(=O)c3ccccc32)c(C)c1O	-12	-1	0.2	2	-8	-10	-8	-4	-1
CCCn1c(SCC(=O)NC(C)(C)C)nnc1C(C)C	0	-5	-3.1	0	3	6	-1	8	1
CC(C)C(C)NC(=O)COc1ccc(-c2ccccc2)cc1 (stereo unspecified)	-7	-2	0.2	4	-14	-11	-8	-10	-1
CN1CCN(C(=O)/C(=C/c2cn(S(=O)(=O)N(C)C)c3ccccc23)NC(=O)c2ccccc2F)CC1	-1	19	1.5	7	-5	-2	-5	-2	0
O=C(COC(=O)C1CC2CCCC(C1)C2=O)NNC(=O)c1ccc([N+](=O)[O-])cc1 (stereo unspecified)	2	0	-0.6	1	1	4	0	1	-9
C=CCOC(=O)C1=C[C@H](c2csc3ccccc23)[C@@H](CCCO)[C@H](OCC)O1	4	3	-2.5	-2	-8	-9	3	11	-5
CCCCCCN1C[C@H](n2cc(C3CC3)nn2)[C@@H](O)C[C@@H]1c1ccc(Cl)cc1	1	3	-2.0	-1	-9	-1	-2	0	/
CCC(=O)N1CCN(c2ccc(Cl)cc2NC(=O)c2cccc([N+](=O)[O-])c2)CC1	6	3	3.5	3	-3	-6	1	3	-1
COc1cccc(C(=O)Nc2ccc3c(c2)CCCN3C(=O)c2cccs2)c1OC	-6	10	-1.1	12	9	-10	-2	-7	-4
C=CCNC(=S)Nc1ccc2nc(C)oc2c1	6	-2	2.6	0	-1	-8	-1	12	-1
O=C(NCCc1ccc(Cl)cc1)C1CCN(c2cnccn2)CC1	4	4	0.3	1	4	-2	-2	-1	-1
O=C(CSc1nc2c(cnn2-c2ccc(F)cc2)c(=O)[nH]1)N1CCOCC1	3	7	-1.8	4	3	-12	-6	-9	5
COC(=O)c1cc(C)nc(Nc2nc(C(N)Cc3ccc(F)cc3)cs2)n1 (stereo unspecified)	1	-2	/	6	/	-4	4	2	/
O=C1c2cccnc2C(Nc2ccc(S(=O)(=O)N3CCCCCC3)cc2)N1Cc1ccccc1 (stereo unspecified)	0	5	-1.9	0	-37	9	1	-3	4

Random excerpt: 2 entries already listed.
SMILES	CHRM4 PAM	CHRM5 antagonist	CRFR2-BP ag	M4 ag	CRFBP-R2 block	M4 antag	CHRM5 agonist	M5 PAM	IDE inh
CCCCCCN1C[C@H](n2cc(C3CC3)nn2)[C@@H](O)C[C@@H]1c1ccc(Cl)cc1	1	3	-2.0	-1	-9	-1	-2	0	/
O=C(COC(=O)C1CC2CCCC(C1)C2=O)NNC(=O)c1ccc([N+](=O)[O-])cc1 (stereo unspecified)	2	0	-0.6	1	1	4	0	1	-9

Going on with the list:
SMILES	CHRM4 PAM	CHRM5 antagonist	CRFR2-BP ag	M4 ag	CRFBP-R2 block	M4 antag	CHRM5 agonist	M5 PAM	IDE inh
O=C1Nc2ccccc2C1=Nc1ccc(S(=O)(=O)Nc2nccs2)cc1	-7	4	-1.6	0	-16	-3	-5	-1	-2
COCCNc1nc(-c2ccccc2CO)c2sc(-c3ccccc3)cc2n1	-5	7	/	0	/	0	-1	-2	/
Cc1ccc(SCc2nc(N)nc(Nc3ccccc3C)n2)cc1C	-2	4	-0.3	-1	2	-12	-4	-1	4
CN(C)C(CNC(=O)C1CCCN(C(=O)c2ccc(Cl)cc2)C1)c1ccco1 (stereo unspecified)	-4	6	2.7	0	-38	5	-2	-4	-1
Cc1ccc(NC(=S)N2CCC(N(C)CC3CCCO3)CC2)cc1 (stereo unspecified)	13	1	0.7	1	-9	-2	-12	9	1
COc1ccc(OCC(O)CN2CCCC2)cc1 (stereo unspecified)	-1	13	-1.6	0	-5	1	2	4	/
Clc1ccccc1-c1nnc2sc(-c3ccncc3)nn12	4	1	-3.8	1	6	-7	2	0	-1
Cc1ccc(C(=O)C2CCN(S(=O)(=O)c3c(C)noc3C)CC2)cc1	-4	7	-0.9	2	1	-4	-5	-10	2
Cc1ccc(-c2[nH]nc(N)c2N=Nc2ccccc2C)cc1	2	-7	-1.1	0	-22	-5	-5	-2	3
COc1cccc(C2NC(=O)c3ccccc3O2)c1OC (stereo unspecified)	-9	3	1.6	0	-12	11	2	-4	0
Cc1ccccc1NC(=O)CSCC(=O)Nc1ccccc1C	15	13	0.4	1	-7	7	-3	-9	0
COc1cc2c(cc1OC)C(c1cc3cc4c(cc3[nH]c1=O)OCO4)N(C(=O)C1CC1)CC2 (stereo unspecified)	3	-6	-2.4	0	-3	2	3	5	0
CC(=O)c1c(C(C)=O)c(C)n(-c2nc(-c3ccc(C)c(C)c3)c(C)s2)c1C	6	-2	0.0	0	13	0	-15	9	8
C[N+]1(CC(=O)OC2CCCCCCCCCCC2)CCCC1	-23	25	-0.5	0	1	35*	-12	-17	3
COc1ccc(C2COc3cc(O)ccc3C2)c(OC)c1O (stereo unspecified)	10	1	0.5	1	-10	-7	5	4	0
COc1cc(C2SCC(=O)N2CCCN(C)C)cc(OC)c1OC (stereo unspecified)	7	-1	-0.8	0	-8	13	1	-4	1
CSCCC(NC(=O)c1ccccc1)C(=O)O (stereo unspecified)	-6	8	-1.9	17	31	1	0	-16	-6
Cc1cccc(N2CCN(C(=O)C3CCN(S(=O)(=O)N4CCOCC4)CC3)CC2C)c1 (stereo unspecified)	-6	4	-2.5	9	9	-2	-3	0	3
Cc1cc(N2CCN(c3ccccn3)CC2)n2cc(-c3ccccc3)nc2n1	-11	12	-5.6	6	3	1	3	-9	-3
O=C(C1=C[C@H](c2ccc(C(F)(F)F)cc2)C[C@H](OCc2ccc(CO)cc2)O1)N1CCCCCCC1	0	2	-4.3	1	-12	-4	1	6	-1
Cc1ccc(/C=C2/SC(=S)N(CCCC(=O)Nc3cc([N+](=O)[O-])ccc3O)C2=O)cc1	3	0	1.7	1	6	3	-2	-2	7
COc1ccc(S(=O)(=O)NCCSCc2ccco2)cc1Cl	-1	3	0.8	2	-12	0	-1	-18	-4
